# Source: PubChem BioAssay
# NOD1 NF-kB reporter = NOD1 signaling inhibitors, primary screen, cell-based, luminescence, uHTS (AID 1578) | NOD1-driven NF-kB luciferase reporter cells, luminescence; higher % means a stronger effect | one-dose inhibition, % at 4 µM; EC50 in µM for titrated hits | 290,000 tested, 1% active; in the data active means inhibition mostly above about 36%, no sharp cut-off; inactive means mostly below about 34%;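 further: HEK-293T reporter cells stimulated with the NOD1 agonist gamma-tri-DAP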
# KOR beta-arrestin-1 = KOR agonists, beta-arrestin recruitment, primary screen, cell-based, luminescence, uHTS (AID 1777). KOR beta-arrestin recruitment, luminescence; higher % means a stronger effect. one-dose activation, % at 10 µM; EC50 in µM for titrated hits. 280,000 tested, 0.02% active; in the data active means activation above about 50%, passing the limit was not always enough; further: a part of the inactive calls stands beside numbers as strong as those of hits
# GPR35 antagonists = GPR35 antagonists blocking zaprinast-driven arrestin recruitment, primary screen, imaging, U2OS, beta-arrestin-GFP, zaprinast agonist (AID 2058) | G-protein coupled receptor 35 (Homo sapiens) | U2OS GPR35 beta-arrestin-GFP translocation imaging, zaprinast antagonism; higher % means a stronger effect | inhibition, % at 10 µM; hits with a dose series show IC50 in µM | 290,000 tested, 0.052% active;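 active means inhibition of at least 50% with at least 30 cells and total cytoplasm GFP at most 10,000,000; inconclusive means under 30 cells or total GFP of 10,000,000 plus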
# GPR55 beta-arrestin = GPR55 agonists via beta-arrestin recruitment, primary screen, imaging, U2OS cells, beta-arrestin-GFP redistribution (AID 1961); G-protein coupled receptor 55 (Homo sapiens); U2OS GPR55 beta-arrestin-GFP redistribution imaging; higher % means a stronger effect; one-dose activation, % at 10 µM; EC50 in µM for titrated hits; 290,000 tested, 0.048% active;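 active means activation above 40% with more than 50 cells counted in the well; inconclusive means wells holding fewer than 50 cells, flagged as toxic or sparse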;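 further: U2OS osteosarcoma cells stably expressing GPR55 and beta-arrestin-GFP; plate controls were DMSO negative control for no effect and LPI positive control for full effect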
# Myeloid diff 2 = induction of myeloid progenitor differentiation, primary screen, cell-based, flow cytometry, MLPCN library. calls only at 10 µM. 360,000 tested, 1% active. ER-HoxA9 myeloid progenitors, lysozyme-GFP differentiation;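 active means normalized GFP-positive differentiation at or above the plate's own cutoff, the solvent-only control mean plus 3 SD; inconclusive means no clear call, values can overlap the other calls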;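 further: cells exposed to compound for four days before flow analysis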
# GPR55 LPI antagonism = GPR55 antagonists blocking LPI-driven arrestin recruitment, primary screen, imaging, U2OS, beta-arrestin-GFP, LPI agonist (AID 2013). one-dose inhibition, % at 10 µM; IC50 in µM for titrated hits. G-protein coupled receptor 55 (Homo sapiens). U2OS GPR55 beta-arrestin-GFP translocation imaging, LPI antagonism; higher % means a stronger effect. 290,000 tested, 0.13% active;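 active means spots per cell inhibited over 60%, with over 100 cells counted and total cytoplasm intensity under 500,000; inconclusive means wells with under 100 cells, flagged as likely toxic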;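 further: U2OS cells stably carrying GPR55 and arrestin-GFP stimulated by 5 µM LPI near EC80; imaged beta-arrestin-GFP aggregate spots per cell after agonist stimulation; plate controls were LPI-stimulated DMSO wells for no effect and DMSO wells without LPI for full effect; some results filed as inactive read as strong as hits; confirmed hits need IC50 under 10 µM and bright autofluorescent wells are also inconclusive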
# KOR beta-arrestin-2 = KOR antagonists, beta-arrestin recruitment, cell-based, luminescence, uHTS (AID 1778). KOR beta-arrestin recruitment, luminescence, antagonist mode; higher % means a stronger effect. 290,000 tested, 0.091% active. Kappa-type opioid receptor (Homo sapiens). inhibition, % at 10 µM, or IC50 in µM where a hit was titrated; further: strong numbers were not always called active
# HIV peptide binding = inhibitors of HIV fusion peptide binding, primary screen, biochemical, uHTS, fluorescence dequenching (AID 1986). inhibition, % at 20 µM, or IC50 in µM where a hit was titrated. 290,000 tested, 0.3% active. cell-free peptide binding, fluorescence dequenching, 30 min; higher % means a stronger effect; in the data active means inhibition mostly above about 52%, no sharp cut-off; inactive means mostly below about 76%; further: some results filed as inactive read as strong as hits
# NOD2 inhibition = NOD2 signaling inhibitors, cell-based, luminescence, uHTS, HEK293 (AID 1566). inhibition, % at 4 µM, or EC50 in µM where a hit was titrated. 290,000 tested, 0.63% active. HEK293 NOD2/NF-kB luciferase reporter, luminescence; higher % means a stronger effect; further: many of its hits are not listed in these tables
# Myeloid diff 2 GFP+ MAC1+ % = second read-out of Myeloid diff 2, no call of its own (marks repeat the call); GFP+ MAC1+ double positive, %; measured here: differentiation confirmed by MAC1 staining
# * marks the source's active call; other numbers are inactive results; i = inactive; ? = inconclusive; . = not tested or not shown; [ ] = remark or other dose. Unless noted, no stated cut-off is given here; in the data, active means inhibition above about 50%; inactive means the rest.
SMILES	NOD1 NF-kB reporter	KOR beta-arrestin-1	GPR35 antagonists	GPR55 beta-arrestin	Myeloid diff 2	Myeloid diff 2 GFP+ MAC1+ %	GPR55 LPI antagonism	KOR beta-arrestin-2	HIV peptide binding	NOD2 inhibition
COC(=O)c1ccc(CSc2nnc(CS(=O)Cc3ccc(Br)cc3)n2-c2ccccc2)cc1 (stereo unspecified)	-27%	1.0%	-3%	-0.2%	i	0.6	2%	9%	-1.9%	10%
COc1cccc(C(=O)Cn2c(=O)n(CCC(=O)NCC3CCCO3)c(=O)c3cc(OC)c(OC)cc32)c1 (stereo unspecified)	-14%	-1.8%	-2%	0.8%	i	0.3	-1%	-5%	3.1%	16%
COC(=O)C(CC(C)C)NC(=O)C(N)Cc1ccccc1 (stereo unspecified)	.	2.9%	0%	-0.1%	i	1.0	24%	7%	2.4%	5%
O=C(COc1ccc(S(=O)(=O)NC2CCCCC2)cc1Cl)NCC1CCCO1 (stereo unspecified)	7%	-0.1%	9%	-0.1%	i	0.4	3%	-36%	-1.7%	-2%
Cc1ccc2c(N)c(C(=O)N(c3ccccc3)c3ccccc3)sc2n1	-16%	-1.7%	-17%	0.0%	i	1.9	-9%	21%	-1.2%	3%
O=C(CSc1ccc(Cl)cc1)N1CCN(c2c(Cl)cccc2[N+](=O)[O-])CC1	.	-4.3%	-3%	0.6%	i	0.7	14%	7%	-1.3%	-19%
Nc1c(C(=O)NCc2ccco2)c2nc3ccccc3nc2n1CCc1ccccc1	-41%	-1.6%	-9%	-0.2%	i	0.5	6%	-126%	9.6%	2%
O=C(c1ccccc1)N1CCN(S(=O)(=O)N2CCCCC2)CC1	-11%	-4.3%	2%	0.2%	i	0.3	5%	32%	0.0%	14%
O=C(NC(=S)N1CCN(c2ccccc2)CC1)c1ccc(S(=O)(=O)N2CCOCC2)cc1	-4%	8.5%	-2%	-0.1%	i	0.1	13%	29%	0.8%	3%
Cc1nn(CC(=O)N(C)Cc2ccc(F)cc2)c(C)c1[N+](=O)[O-]	25%	1.8%	-2%	0.3%	i	0.2	4%	-68%	-2.1%	8%
CCOc1ccccc1CN1CCCC(CNS(=O)(=O)c2ccc(OC)cc2)C1 (stereo unspecified)	-7%	3.5%	1%	0.0%	i	0.6	-7%	-12%	-0.1%	-2%
O=C(Nc1ncc(Cc2ccc(SC(F)F)cc2)s1)c1ccccc1	-30%	9.8%	3%	0.0%	?	.	-6%	-79%	-0.3%	-103%
CS(=O)(=O)N(CC(=O)Nc1c(F)cccc1F)c1ccc(C23CC4CC(CC(C4)C2)C3)cc1	-7%	-0.2%	-3%	-0.1%	i	5.0	34%	-23%	2.0%	-28%
O=C(Cn1nc(-c2ccccc2)c2ccccc2c1=O)NCCO	-6%	-1.5%	3%	0.0%	i	0.5	0%	-1%	-2.1%	-4%
COc1cc(/C=N/NC(=O)c2cccc3ccccc23)cc(OC)c1OC	-2%	2.0%	14%	0.4%	i	0.7	5%	-8%	-1.7%	11%
Cc1ccc(NN2C(=O)C=C(c3ccc(Cl)cc3)C2=O)cc1	-4%	-6.6%	16%	0.2%	i	0.4	1%	-40%	2.0%	-6%
CCOc1ccc(-c2c(C(=O)N/N=C/c3ccoc3)nnn2-c2nonc2N)cc1	42%	1.3%	-6%	-0.1%	i	0.9	-12%	-41%	-0.7%	-2%
CC(=O)Nc1ccc(NC(=O)c2cccc(-c3cc4ccccc4oc3=O)c2)cc1	-61%	2.4%	7%	-0.4%	i	0.2	3%	-35%	2.1%	-5%
COC(=O)c1ccccc1NC(=O)CSc1nc2ccccc2c(=O)[nH]1	-42%	-1.1%	15%	0.2%	i	0.7	-6%	27%	-2.3%	-8%
Cc1ccc(S(=O)(=O)N2CCC(C(N)=O)CC2)c(C)c1C	0%	1.0%	20%	-0.2%	i	4.8	3%	-58%	-1.3%	-7%
CCOc1ccc(C(=O)NCC(=O)OCc2csc(-c3ccccc3)n2)cc1	-13%	-3.0%	1%	-0.1%	i	0.6	-18%	18%	-2.5%	-4%
Cc1cccc(NC(=O)CSc2nc3nc(C)cc(C)c3c(=O)[nH]2)c1	-9%	4.2%	0%	-0.1%	i	1.2	-10%	-35%	3.4%	-13%
Cc1cc(/C=N/n2cnnc2)c(C)n1-c1ccc(Cl)cc1Cl	9%	-4.2%	16%	-0.2%	i	7.1	12%	-120%	-2.0%	11%
CC(C)OC(=O)/C(C#N)=C/c1cn(Cc2ccccc2)c2ccccc12	-22%	-3.0%	1%	-0.2%	i	0.3	-8%	7%	0.3%	3%
COc1ccc(-c2sc(Nc3ccccc3)n[n+]2-c2ccc(F)cc2)cc1Br	0%	.	-6%	-0.1%	i	0.6	6%	-14%[20 µM]	-1.8%	7%
COc1c(S(=O)(=O)NCCCN2CCOCC2)ccc(Cl)c1Cl	-2%	-1.6%	-5%	0.0%	i	0.3	0%	6%	-1.3%	8%
CCCN1CCN(c2ncnc3scc(C4COc5ccccc5O4)c23)CC1 (stereo unspecified)	12%	2.4%	6%	-0.1%	i	0.5	9%	-56%[20 µM]	-0.7%	10%
COc1ccc(S(=O)(=O)N2CCN(CCc3ccccc3)CC2)c(OC)c1	-9%	1.3%	1%	-0.1%	i	0.8	-3%	-29%	0.0%	12%
CCOC(=O)c1c(CN2CCCCC2)n(C)c2cc(Br)c(O)c(CN(C)C)c12	-2%	9.0%	-2%	-0.1%	i	2.1	1%	-24%	-1.1%	12%
Cn1ncc2c(c(SCc3ccc(Cl)cc3Cl)nn2C)c1=O	-7%	5.3%	0%	0.0%	i	0.6	17%	8%	-2.3%	5%
CN(C)CCNc1ccc(-c2nn(C)c(=O)c3ccccc23)cc1[N+](=O)[O-]	-18%	-5.8%	1%	-0.1%	i	1.2	11%	-54%[20 µM]	0.1%	-1%
CCN(CC)CC(=O)NCC1(c2ccccc2)CCCC1	-16%	-7.6%	-4%	0.0%	i	0.4	5%	-17%[20 µM]	-0.3%	10%
CCn1c(SCC(=O)c2ccc(CNC(C)=O)o2)nnc1-c1cccs1	1%	0.6%	-2%	0.1%	i	1.2	13%	5%	0.5%	16%
Cc1ccc(NC(=O)CN2CCCN(S(=O)(=O)c3ccc(Br)s3)CC2)cc1	-26%	1.2%	-6%	0.3%	i	5.8	7%	-30%	-2.6%	-44%
COCCSc1nnc(NC(=O)COc2ccc3c(c2)OCO3)s1	-18%	0.0%	0%	-0.1%	i	1.3	0%	-5%	-0.1%	-11%
Cc1cc(C)n(-c2nc(NC(C)C)nc(NC(C)C)n2)n1	6%	-0.7%	21%	-0.1%	i	0.6	11%	8%	-1.5%	15%
O=C(COc1ccccc1)c1cn(CC(=O)N2CCCC2)c2ccccc12	-11%	2.3%	-11%	0.2%	i	0.0	7%	-45%[20 µM]	0.7%	3%
COC(=O)C1CCN(C(=O)Cc2ccccc2OC)CC1	-8%	1.6%	-8%	1.9%	i	0.4	-2%	-9%	-1.4%	8%
O=C(Nc1ccc2c(c1)OCO2)c1ccc(CN2CCOCC2)cc1	-38%	-0.6%	-12%	-0.1%	i	0.5	6%	-5%	1.7%	-31%
Cc1ccc(Cn2nnc3c(=O)[nH]c(C4CCCN(S(=O)(=O)c5ccccc5)C4)nc32)cc1 (stereo unspecified)	9%	-0.9%	-10%	0.0%	i	0.4	-2%	-22%	3.6%	10%

# 4 of the compounds above, with two lines to a compound.
# Values in the order – NOD1 NF-kB reporter, KOR beta-arrestin-1, GPR35 antagonists, GPR55 beta-arrestin, Myeloid diff 2, Myeloid diff 2 GFP+ MAC1+ %, GPR55 LPI antagonism, KOR beta-arrestin-2, HIV peptide binding, NOD2 inhibition
Cc1ccc(NC(=O)CN2CCCN(S(=O)(=O)c3ccc(Br)s3)CC2)cc1
    -26%, 1.2%, -6%, 0.3%, i, 5.8, 7%, -30%, -2.6%, -44%
COCCSc1nnc(NC(=O)COc2ccc3c(c2)OCO3)s1
    -18%, 0.0%, 0%, -0.1%, i, 1.3, 0%, -5%, -0.1%, -11%
Cc1cc(C)n(-c2nc(NC(C)C)nc(NC(C)C)n2)n1
    6%, -0.7%, 21%, -0.1%, i, 0.6, 11%, 8%, -1.5%, 15%
O=C(COc1ccccc1)c1cn(CC(=O)N2CCCC2)c2ccccc12
    -11%, 2.3%, -11%, 0.2%, i, 0.0, 7%, -45%[20 µM], 0.7%, 3%

# Next compounds follow.
SMILES	NOD1 NF-kB reporter	KOR beta-arrestin-1	GPR35 antagonists	GPR55 beta-arrestin	Myeloid diff 2	Myeloid diff 2 GFP+ MAC1+ %	GPR55 LPI antagonism	KOR beta-arrestin-2	HIV peptide binding	NOD2 inhibition
O=C(CCC1CCCN(Cc2ccc(O)c(Cl)c2)C1)NCc1ccccc1F (stereo unspecified)	-12%	-1.7%	3%	0.1%	i	0.6	4%	7%	2.1%	9%
Cc1ccc(O)c(C(=O)c2cnc(/N=C(\N)N(C)C)nc2)c1	-5%	-2.5%	10%	-0.1%	.	.	-4%	-19%	0.6%	25%
Cc1nnc(SCC(=O)Nc2ccc(Br)cc2)n(N)c1=O	-36%	2.5%	0%	0.4%	i	1.2	4%	-8%	-1.1%	3%
O=C(COC(=O)C1CCN(S(=O)(=O)c2ccc3c(c2)OCCO3)CC1)Nc1ccc(C(F)(F)F)cc1	18%	8.6%	-6%	-0.3%	i	0.7	-3%	-11%	-0.5%	20%
CCCOc1ccc2oc(=O)c3c(c2c1)CCCN3C(=O)CN(C)Cc1ccccc1	-11%	-5.8%	-4%	0.2%	i	0.5	1%	-12%	0.6%	-5%
O=C(COC(=O)c1cccnc1Cl)Nc1ncc(Cl)cc1Cl	-14%	2.3%	6%	-0.5%	i	0.1	3%	-13%	-1.8%	4%
Cc1ccc2c(c1)C1CN(C)CCC1N2C(=S)Nc1ccc(OC(F)F)cc1 (stereo unspecified)	-21%	.	-11%	0.1%	i	0.4	13%	.	0.4%	19%
COc1ccc(OCc2cc(C(=O)N(C)Cc3nccn3C)no2)c2ccccc12	-7%	-1.2%	-12%	-0.1%	i	1.2	12%	2%	0.1%	14%

# A portion of the library, so the mix of outcomes need not match the whole.
